RGS8-Gao reg: regulators of human RGS8-Galphao interaction | P09471 | multiplexed bead flow cytometry, RGS8-Galphao binding; actives lie on both sides | response (percent of control binding), % at 10 µM | AID 1423 | hit rate 0.34% among 220,000; in the data active means response below about 60% or above about 140%; inactive means in between;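 further: Galphao activated as the GDP aluminium fluoride complex binding bead-coupled RGS8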
HRas wt GTP bind: human HRas wildtype GTP binding, change in either direction; P01112; GST-Ras wt beads, Bodipy-FL-GTP binding, flow cytometry; actives lie on both sides; GTP binding activity, % at 10 µM; hit rate 0.14% among 190,000; AID 759;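 active means GTP binding activity at least 20% away from the 100% baseline, either lowered as inhibitor or raised as activator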;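 further: 0% = unlabeled GTP competition control and 100% = no-compound control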
Target sequence (P01112 whole entry, looked up): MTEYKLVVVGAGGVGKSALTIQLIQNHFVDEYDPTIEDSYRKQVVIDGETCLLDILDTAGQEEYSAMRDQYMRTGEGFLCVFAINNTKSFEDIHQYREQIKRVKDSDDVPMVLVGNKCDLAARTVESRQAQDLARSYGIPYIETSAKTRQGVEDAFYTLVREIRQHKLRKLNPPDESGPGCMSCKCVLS
Rab7 wt modul: alters GTP binding to wildtype dog Rab7; GST-Rab7 beads, fluorescent GTP binding, flow cytometry; actives lie on both sides; untreated = 100%, excess cold GTP = 0%; GTP binding activity (percent of control), % at 10 µM; hit rate 0.055% among 190,000; AID 758;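 active means fluorescent GTP binding to Rab7 beads changed by at least 20 points from the 100% baseline, either direction, mostly lower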;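 further: median green fluorescence of bound Bodipy-FL-GTP per Rab7 bead population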
Rac1 wt modul: alters GTP binding to wildtype human Rac1; GTP binding activity (% of control), % at 10 µM; AID 757; hit rate 0.27% among 190,000; P63000; GST-Rac1 beads, fluorescent GTP binding, flow cytometry; actives lie on both sides; 0 = cold GTP competed, 100 = untreated;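 active means GTP binding activity at least 20 points away from the 100% control level, either lower or higher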
Rab2 wt GTP: changes GTP binding to wildtype dog Rab2A, up or down. GST-Rab2 wt beads, Bodipy-GTP binding, flow cytometry. GTP binding activity, % at 10 µM. hit rate 0.19% among 190,000. AID 760;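 active means GTP binding activity at least 20 points away from 100%, either lowered or raised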;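 further: 0% = beads with excess unlabeled GTP and 100% = no-compound control corrected for plate trend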
Pf gamet viab: inhibitors of late stage P. falciparum gametocyte viability | P. falciparum stage V gametocytes, ATP luminescence, 24 h | inhibition, % at 10.9 µM | hit rate 0.065% among 150,000;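 active means inhibition above the mean plus 3 SD of compounds within the control limits, set per campaign, cut at about 38% in these data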;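 further: 0% = DMSO wells and 100% = medium only without gametocytes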
Bim-Mcl-1: inhibitors of Bim-Mcl-1 interaction, human; inhibition, % at 10 µM; hit rate 0.1% among 190,000; Bead-based flow cytometry, Bim peptide-Mcl-1 binding; Q07820; in the data active means inhibition above about 40%;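 further: 0% = no compound tracer wells and 100% = peptide blocker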
Target sequence (Q07820 whole entry, looked up): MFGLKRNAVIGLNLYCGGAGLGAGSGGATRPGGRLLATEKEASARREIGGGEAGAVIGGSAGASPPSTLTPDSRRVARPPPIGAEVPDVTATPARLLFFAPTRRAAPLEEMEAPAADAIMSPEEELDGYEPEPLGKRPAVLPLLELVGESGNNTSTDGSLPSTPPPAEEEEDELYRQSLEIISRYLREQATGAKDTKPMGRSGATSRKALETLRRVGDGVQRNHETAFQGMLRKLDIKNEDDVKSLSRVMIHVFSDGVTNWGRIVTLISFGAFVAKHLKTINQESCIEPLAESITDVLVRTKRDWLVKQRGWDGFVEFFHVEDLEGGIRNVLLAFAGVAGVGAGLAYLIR
Mcl1-Bid inh: disrupts binding of human Mcl-1 to Bid peptide; TR-FRET Mcl-1/Bid-Dy647 peptide binding, 1536-well; hit rate 0.97% among 220,000; inhibition, % at 21.7 µM; Q07820;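 active means compounds that cut the binding signal by more than half at the single screening dose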;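 further: His-tagged Mcl-1 with europium anti-His antibody binding Bid BH3 peptide; 0% = Mcl-1 plus peptide wells and 100% = peptide-only wells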
Mcl1 Noxa PPI: Mcl-1/Noxa interaction inhibition | Q07820 | TR-FRET Mcl-1/Noxa peptide binding, 2 h | inhibition, % at 21.7 µM | hit rate 1.5% among 220,000 | AID 1022;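 active means compounds that cut the protein-peptide binding signal by more than 50% relative to plate controls in a single-dose test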;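 further: His-tagged Mcl-1 with rhodamine Noxa BH3 peptide and terbium anti-His antibody; 0% = Mcl-1 plus Noxa peptide wells and 100% = peptide-only wells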
Rac1 act GTP bind: alters GTP binding to activated mutant human Rac1; P63000; GST-Rac1 activated beads, fluorescent GTP binding, flow cytometry; actives lie on both sides; 100% means binding = to untreated wells; percent activity (GTP binding), % at 10 µM; hit rate 0.11% among 190,000; AID 764;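 active means GTP binding at least 20 percentage points away from the 100% baseline, in either direction, so actives lie on both sides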
Cdc42 wt: modulators (inhibitors or activators) of GTP binding to human Cdc42 wildtype; P60953; AID 761; percent activity (GTP binding), % at 10 µM; hit rate 0.2% among 190,000; GST-Cdc42 beads, Bodipy-GTP binding, flow cytometry; actives lie on both sides;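 active means percent activity GTP binding at least 20 points away from the 100% baseline, either down as inhibitor or up as activator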;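 further: median bead fluorescence of bound Bodipy-FL-GTP at 100 nM; 0% = excess unlabeled GTP control and 100% = no compound control; below 100% means less GTP binding so inhibitor and above means activator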
Target sequence (P60953 whole entry, looked up): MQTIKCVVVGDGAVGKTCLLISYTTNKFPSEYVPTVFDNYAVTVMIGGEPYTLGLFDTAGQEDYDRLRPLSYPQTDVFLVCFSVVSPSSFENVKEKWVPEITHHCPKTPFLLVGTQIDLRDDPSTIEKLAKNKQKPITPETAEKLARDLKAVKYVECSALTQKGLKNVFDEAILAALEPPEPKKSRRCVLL
Active calls of the source: *; / = no result given; & = joins results of further samples. Compounds were not picked by outcome, and some 2.9% of all compounds hit somewhere here.

mol,RGS8-Gao reg,HRas wt GTP bind,Rab7 wt modul,Rac1 wt modul,Rab2 wt GTP,Pf gamet viab,Bim-Mcl-1,Mcl1-Bid inh,Mcl1 Noxa PPI,Rac1 act GTP bind,Cdc42 wt
O=C(CSc1nnc(-c2ccco2)o1)c1ccc(O)cc1O,104.8,94.0,91.0,95.0,94.0,-11.6,1.0,-28.8,13.2,95.0,97.0
CC(=O)N/C(=C\c1ccccc1)C(=O)OCC(=O)NC1CCCC1,102.7,99.0,101.0,104.0,97.0,-5.5,-2.0,-2.5,-0.7,101.0,101.0
COc1ccc(COCC(O)CN(Cc2ccccc2)C(C)C)cc1OC (stereo not given),95.3,100.0,101.0,101.0,99.0,2.5,-2.0,-21.2,11.2,97.0,99.0
O=C(/C=C/c1ccccc1Cl)Nc1ccc(Cl)cn1,92.6,95.0,105.0,96.0,98.0,/,3.0,-37.6,11.2,94.0,96.0
O=S(=O)(NN=C1CCCCC1)c1ccccc1,101.6,98.0,102.0,99.0,97.0,-46.2,-2.0,-31.6,-0.6,95.0,97.0
CSc1ccccc1C(=O)N1CCN(c2ccc(F)cc2)CC1,101.7,100.0,100.0,105.0,102.0,25.3,-6.0,-19.2,-0.5,99.0,105.0
Cc1cccc(-n2c(CNC(=O)c3ccc(S(=O)(=O)N(C)C)cc3)nnc2SCC(=O)Nc2ccc(F)cc2)c1,104.3,101.0,100.0,102.0,97.0,20.7,-5.0,-7.7,0.4,102.0,99.0
CC1(C)Cc2cccc(Oc3ccc(S(=O)(=O)N4CCCCC4)cn3)c2O1,102.3,99.0,96.0,98.0,99.0,-15.5,1.0,1.6,16.9,97.0,97.0
O=C(NNC(=O)c1cc([N+](=O)[O-])ccc1Cl)c1cccs1,103.1,96.0,95.0,101.0,97.0,-10.4,-4.0,0.2,2.1,97.0,100.0
Cc1cc(/C=C(\C#N)C(=O)NCc2ccco2)c(C)[nH]1,103.2,101.0,98.0,102.0,101.0,/,-3.0,-26.1,-3.5,101.0,99.0
Cc1c(-c2ccc(Br)cc2)nc2ccccn12,103.8,97.0,97.0,102.0,98.0,-15.2,-4.0,-48.3,15.8,99.0,98.0
CCCCN1C(=O)C2Cc3c([nH]c4ccccc34)CN2C1=S (stereo not given),100.2,96.0,95.0,102.0,98.0,-8.4,0.0,-19.0,-2.2,101.0,102.0
Clc1ccc2nc(N3CCNCC3)nc(-c3ccccc3)c2c1,101.0,101.0,99.0,102.0,102.0,/,1.0,/,/,102.0,102.0
CC[C@H](C)C(=O)O[C@H]1CCC=C2C=C[C@H](C)[C@H](CC[C@@H]3C[C@@H](O)CC(=O)O3)[C@H]21,97.0&103.3,/,95.0,97.0,98.0,/,0.0&0.0,6.2&-23.7,7.1&8.5,97.0,97.0
CC(=O)C1=C(C)N(CC2CC2)C(=O)N[C@H]1c1cccs1,100.8,102.0,104.0,108.0,103.0,/,-1.0,-2.9,-2.1,102.0,107.0
Cc1ccc(N2C(=O)N(CC(=O)Nc3ccc(C)cc3C)C(=O)C2C)cc1 (stereo not given),100.6,96.0,96.0,97.0,96.0,18.5,-3.0,-29.9,-1.2,94.0,96.0
CCC(C)NC(=O)c1cccc(OCc2c(C)noc2C)c1 (stereo not given),97.5,96.0,101.0,98.0,97.0,7.5,-2.0,-16.8,-4.6,95.0,96.0
CCOC(=O)c1sc(NC(=S)NC(=O)CC(C)C)cc1C,106.4,97.0,99.0,101.0,98.0,/,0.0,6.0,4.8,101.0,101.0
COCC(=O)Nc1ccc2c(c1)OCO2,100.5,95.0,90.0,99.0,96.0,8.4,-1.0,-2.9,1.7,93.0,97.0
CCC1=Nc2ccc(Br)cc2C(c2ccccc2)N1CC(=O)OC (stereo not given),98.4,101.0,100.0,105.0,100.0,/,-3.0,-10.5,/,99.0,101.0
CCCN1CCc2[nH]c(=S)[nH]c(=O)c2C1,84.8,99.0,100.0,106.0,100.0,-40.4,-2.0,-38.4,6.7,98.0,101.0
CCCCCCOc1ccc(C(CC(=O)NC)C(=O)O)cc1 (stereo not given),102.3,96.0,94.0,99.0,96.0,0.2,2.0,-2.7,5.3,95.0,96.0
Cc1nn(C)c(Nc2ccc(Br)cc2)c1Br,97.9,95.0,104.0,97.0,91.0,/,-1.0,7.5,7.3,92.0,92.0
O=C(NC1=NCCS1)C1CC(=O)N(c2ccc(Cl)cc2)C1 (stereo not given),102.5,100.0,100.0,102.0,101.0,-5.0,2.0,-10.1,12.9,100.0,105.0
CCCn1nnnc1SCC(=O)NCc1ccccc1,100.1,101.0,100.0,107.0,100.0,/,-4.0,-11.4,-2.5,100.0,104.0
CC(=O)Nc1ccc(Cc2ccncc2)cc1,98.9,97.0,95.0,102.0,97.0,/,-9.0,-6.0,2.7,97.0,98.0
O=C1CC(SCCO)C(=O)N1c1ccccc1 (stereo not given),100.0,104.0,102.0,105.0,103.0,/,0.0,4.2,3.2,102.0,104.0
CC(C)C(=O)Nc1cccc(NC(=O)c2ccc(Cl)cc2Cl)c1,112.1,101.0,101.0,104.0,102.0,/,3.0,-13.6,-0.7,102.0,102.0
c1ccc(-c2ccccc2OCCn2cncn2)cc1,102.1,90.0,96.0,86.0,92.0,/,-3.0,7.0,10.4,93.0,90.0
O=C(NN1C(=O)c2ccccc2C1=O)C1CC2CCC1C2 (stereo not given),103.0,100.0,98.0,99.0,101.0,-5.7,-3.0,-10.0,11.6,99.0,100.0
COc1ccc(Cn2nnnc2C(C(C)C)N(Cc2ccco2)Cc2cccs2)cc1 (stereo not given),100.4,104.0,106.0,111.0,104.0,/,0.0,-20.2,-1.7,102.0,101.0
CCOC(=O)CCn1cc(F)c(=O)n(Cc2ccccc2)c1=O,88.7,94.0,101.0,96.0,97.0,-14.1,6.0,-11.5,14.9,97.0,96.0
COc1ccc(/C=C/C(=O)NC(=S)NNC(=O)c2ccco2)cc1,100.0,100.0,102.0,105.0,101.0,/,0.0,-61.9,-28.4,98.0,101.0
O=C(CNS(=O)(=O)/C=C/c1ccccc1)OCC(=O)N1CCC(Cc2ccccc2)CC1,102.3,91.0,96.0,89.0,89.0,1.6,-1.0,5.5,4.2,89.0,86.0
Cc1nnc2ccc(-c3ccc(NC(=O)c4ccco4)cc3)nn12,96.2,85.0,87.0,75.0*,84.0,-6.6,3.0,-24.6,3.0,88.0,86.0
CC(C)c1csc(CN2CCC(CO)(Cc3ccccc3)CC2)n1,105.0,99.0,104.0,102.0,98.0,/,0.0,-32.5,16.1,96.0,100.0
CC(C(=O)Nc1cccc(Br)c1)c1ccc([N+](=O)[O-])cc1 (stereo not given),105.7,98.0,96.0,99.0,99.0,6.8,-4.0,-7.8,22.6,101.0,98.0
COc1ccc(NC(=S)N2CCN(Cc3ccc(C)cc3)CC2)cc1,101.9,97.0,104.0,101.0,100.0,-36.6,0.0,-40.1,5.2,99.0,100.0
CCOC(=O)CNC(=O)CSc1ncnc2c1cnn2-c1ccc(OC)cc1,104.5,101.0,100.0,101.0,100.0,/,-7.0,-0.9,-7.0,100.0,101.0
COc1ccccc1/C=C/C1=NC(=C\N(C)C)/C(=O)O1,104.2,102.0,102.0,107.0,103.0,12.3,1.0,-1.7,11.4,103.0,105.0
CCCS(=O)(=O)N1CCN=C1SCc1cccc2ccccc12,97.4,99.0,104.0,98.0,100.0,-1.9,0.0,6.1,-5.0,96.0,99.0
COc1cccc(OCC(O)CN(CCO)Cc2ccccc2)c1 (stereo not given),100.2,99.0,100.0,101.0,100.0,/,-3.0,10.3,11.4,99.0,103.0
COc1ccc(OC)c(C(=O)COC(=O)c2c(OC)cccc2OC)c1,96.7,99.0,95.0,95.0,98.0,-0.3,0.0,-21.4,-3.8,96.0,97.0
O=C(Cn1nnc2ccccc2c1=O)N1CCCc2ccccc21,97.5,99.0,100.0,101.0,100.0,14.3,-1.0,10.9,8.0,100.0,98.0
CC(=O)Nc1ccc(Nc2ncnc3c2cnn3-c2cccc(C)c2)cc1,94.8,102.0,102.0,105.0,98.0,0.6,2.0,11.8,2.4,98.0,101.0
COC(=O)[C@@]1(Cc2ccc(F)cc2)[C@H]2c3cc(C(=O)N4CCCC4)n(CCc4ccc(O)c(O)c4)c3C[C@H]2CN1C(=O)c1ccccc1,95.2,96.0,98.0,102.0,95.0,/,17.0,-6.8,65.4*,95.0,90.0
COC(=O)Cc1ccc(NC(=S)N2CCN(c3cc(Cl)ccc3C)CC2)cc1,97.6,97.0,102.0,99.0,97.0,-10.1,1.0,-40.5,6.4,95.0,94.0
COc1ccc(CNC(=O)c2ccc(Cn3nc(C)c([N+](=O)[O-])c3C)o2)cc1,97.0,95.0,101.0,98.0,97.0,-23.3,-2.0,3.4,21.9,95.0,94.0
CC(C)(C)NC(=O)COC(=O)CCC(=O)c1ccc(F)cc1,97.9,98.0,103.0,100.0,97.0,-27.2,0.0,-1.4,5.4,96.0,98.0

Compound activity (PubChem BioAssay)
